ER stress rescue: rescue of cells from ER stress-induced death, primary screen, 384-well, CSM14.1, thapsigargin, ATP luminescence (AID 1222) | 190,000 tested, under 10 active | one-dose cellular ATP content (survival), % at 20 µM; EC50 in µM for titrated hits | CSM14.1 thapsigargin-induced death rescue, ATP luminescence; higher % means a stronger effect;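 active = EC50 below 50 µM in the dose-response confirmation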;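 also: death triggered by thapsigargin at about 15 µM added after 2 h compound pretreatment; cell ATP read after overnight thapsigargin exposure of roughly 18 to 22 hours; normalized against plate controls of thapsigargin alone and 5% DMSO vehicle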
M1AAP inhibition: P. falciparum M1AAP inhibitors, biochemical, fluorogenic H-Leu-NHMec substrate, 1536-well (AID 1445); hit rate 0.42% among 220,000; recombinant M1AAP, H-Leu-NHMec fluorogenic kinetic assay; higher % means a stronger effect; one-dose inhibition, % at 30 µM; IC50 in µM for titrated hits;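 active = primary inhibition above the hit cutoff, then over 50% inhibition at one or more dose response concentrations, cut at about 23% in these data, passing the limit was not always enough; inconclusive = conflicting primary data, or primary hits not chosen for dose response; inactive = low primary inhibition, or under 50% at every dose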;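 also: plate controls were DMSO full reaction for no effect and no enzyme background for full effect; strong numbers were not always called active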
K1F lysis inhibition: inhibition of K1F phage lysis, E. coli UTI89, bacterial capsule biogenesis inhibitors, alamar blue (AID 488966) | hit rate 0.02% among 340,000 | E. coli UTI89 K1F phage lysis, alamar blue, 2 h; higher % means a stronger effect | one-dose inhibition, % at 100 µM; IC50 in µM for titrated hits;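 active = phage lysis inhibition, versus mean bacterial control, above a set limit; inconclusive = no clear call, values can overlap the other calls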;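 also: capsule biogenesis inhibitors block K1F phage lysis so surviving cells raise fluorescence; higher fluorescence means more inhibition of phage lysis; actives were called in the ten point dose series up to 300 µM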
PMI inhibitors: inhibitors of human PMI, primary screen, biochemical, fluorescence intensity, coupled assay (AID 1209). purified PMI enzyme, coupled fluorescence intensity; higher % means a stronger effect. hit rate 0.42% among 190,000. inhibition, % at 20 µM; hits with a dose series show IC50 in µM;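 also: plate controls were DMSO vehicle for no effect and wells lacking substrate for full effect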
WT yeast gro inh: growth inhibition of WT yeast, mitochondrial fusion screen. mitochondrial fusion phenotypic screen, WT strain. inhibition, % at 10 µM. hit rate 2.1% among 190,000. AID 1362; in the data active = inhibition above about 58%; tested in S. cerevisiae
Hep lipid drop: modulators of hepatic lipid droplet formation; AML12 mouse hepatocytes, oleate lipid droplets, BODIPY imaging; inhibition, % at 6.5 µM; hit rate 0.4% among 240,000; AID 1656;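 active = lipid droplet intensity inhibited by at least 50%, with more than 500 cells counted; inconclusive = wells with under 300 cells, treated as cytotoxic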
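Material – mouse AML12 hepatocyte cell line, fixed after treatment · Compound dosing – one dose, 6.5 µM compound · Times – compound with oleate, overnight · Measured by – Image-based BODIPY and DAPI two-channel analysis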
human PMI inhibitors: MPI inhibition at elevated mannose 6-phosphate – biochemical, fluorescence intensity, high mannose 6-phosphate, primary screen (AID 1220) | recombinant PMI enzyme, coupled fluorescence intensity; higher % means a stronger effect | hit rate 0.66% among 190,000 | one-dose inhibition, % at 20 µM; IC50 in µM for titrated hits
Myeloid diff MLP: myeloid differentiation induction | AID 624256 | ER-HoxA9 myeloid progenitors, lysozyme-GFP differentiation, flow cytometry | hit rate 1% among 360,000 | calls only at 10 µM;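 active = normalized GFP-positive differentiation at or above the plate's own cutoff, the solvent-only control mean plus 3 SD; inconclusive = no clear call, values can overlap the other calls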;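 also: cells exposed to compound for four days before flow analysis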
TNAP activation fold: stimulation of alkaline phosphatase TNAP activity – biochemical, luminescent, no phosphate acceptor, uHTS, primary screen (AID 1001). purified TNAP, luminescent activation assay, no phosphate acceptor; higher activation fold means a stronger effect. activation fold at 20 µM, or EC50 in µM where a hit was titrated. hit rate 0.03% among 200,000; in the data active = activation fold from about 3, or a potency from the dose series; inactive = the rest, 99 in 100 with activation fold below about 1.6; also: many of its hits are not listed in these tables
WT yeast gro inh mutant strain: recorded beside WT yeast gro inh, whose call it bears; inhibition, %; mitochondrial fusion phenotypic screen, mutant strain inhibition
Hep lipid drop cells 6.5 µM: further read-out of Hep lipid drop, marked with its call; cell count; measured here: cell count, cytotoxicity flag;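 cells counted across two imaged fields per well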
Myeloid diff MLP GFP+ MAC1+ %: second read-out of Myeloid diff MLP, no call of its own (marks repeat the call); GFP+ MAC1+ double positive, %; measured here: differentiation confirmed by MAC1 staining
* hit, by the source's call; i = inactive; u = inconclusive; x = no result given; + = active, no number; [ ] = remark or other dose. Rule as the data show it, unless noted: active = inhibition above about 50%; inactive = the rest.

Results follow in this order: ER stress rescue | M1AAP inhibition | K1F lysis inhibition | PMI inhibitors | WT yeast gro inh | WT yeast gro inh mutant strain | Hep lipid drop | Hep lipid drop cells 6.5 µM | human PMI inhibitors | Myeloid diff MLP | Myeloid diff MLP GFP+ MAC1+ % | TNAP activation fold
CCc1ccc(CNCc2ccc(OCC(O)CN(C)Cc3ccccc3)cc2)nc1 (stereo unspecified)
    -0.2% | -10.0% | 0.2% | 5.3% | -5.8 | -3.5 | -44.8 | 530 | 3.5% | + | 2.0* | 1.3
O=C(c1cc(COc2c(F)cccc2F)on1)N1CCC(c2ccncc2)CC1
    5.1% | 11.3% | 0.4% | 10.4% | 25.7 | 36.3 | -16.1 | 689 | 7.3% | i | 0.3 | 1
CCOc1ccc2nc(COC(=O)c3cccs3)c(C(=O)c3ccccc3)[n+]([O-])c2c1
    -2.6% | 17.0% | 5.4% | 5.8% | 4.9 | 8.0 | -21.5 | 602 | -2.2% | i | 0.2 | 1.1
Cc1ccc(NC(=S)N(CCN(C)C)Cc2cccs2)cc1C
    -0.9% | -1.3% | 0.4% | -7.7% | 19.7 | 29.9 | -9.3 | 723 | 1.1% | x | x | 1.1
CCOC(=O)N1CCN(C(=O)CN(c2ccc3c(c2)OCO3)S(C)(=O)=O)CC1
    0.2% | 14.8% | 1.5%[50 µM] | -7.5% | -9.3 | -14.7 | -6.6 | 743 | -9.4% | i | 5.7 | 1
Cc1ccc(CNC(=O)C2CCC(CNc3c(N4CCC(C)CC4)c(=O)c3=O)CC2)cc1 (stereo unspecified)
    x | 0.8% | 0.2% | x | x | x | 4.2 | 662 | x | i | 0.4 | x
CCC(CC)NC(=O)Nc1ccc(F)c(Cl)c1
    -1.8% | 3.1% | 0.2% | -9.3% | 13.9 | -0.8 | 2.9 | 652 | -0.6% | i | 0.3 | 1.1
CCCOc1ccc(C2C(=O)N(C3CCCCC3)CC(=O)N2C2CC2)cc1OC (stereo unspecified)
    -0.7% | 6.7% | i | -1.9% | -2.1 | 3.7 | x | x | -4.2% | i | 0.7 | 1.1
CC1(C)SC(=S)N(NC(=O)Nc2cccc3ccccc23)C1N(O)C(=O)Nc1ccccc1 (stereo unspecified)
    -0.7% | -5.0% | 1.5% | 4.8% | 33.3 | -3.8 | -20.0 | 537 | 9.6% | i | 1.2 | 1
O=C(N/N=C/c1cc(Br)ccc1O)c1ccncc1
    x | 7.95µM* | 0.7% | x | x | x | -15.3 | 659 | x | i | 0.0 | x
CC1=NN(c2ccccc2)C(=O)/C1=C/C=C/c1ccc(N(C)C)cc1
    -2.9% | -6.2% | -0.2% | 14.6% | 54.4 | 56.1 | 46.9 | 677 | 25.0% | i | 0.3 | 0.5
COc1ccc(N2CCN(c3n[nH]c(N)n3)CC2)cc1
    -0.9% | 4.3% | -0.7% | 18.6% | 3.6 | 7.2 | -55.2 | 686 | 15.4% | i | 0.3 | 1.1
CSc1nsc(SC)c1NC(=O)OCCc1ccccn1
    -2.1% | 0.7% | 0.6% | 3.1% | 5.6 | 9.8 | -1.3 | 742 | -4.6% | i | 2.4 | 1.1
Nn1cc(-c2ccccc2)nc1SCC(=O)NC1CCS(=O)(=O)C1 (stereo unspecified)
    -1.2% | -6.2% | 0.5% | 0.4% | 18.9 | 2.3 | x | x | -0.6% | i | 0.4 | 1.2
CCCc1cc(C(=O)O)c2ccccc2n1
    -1.0% | 9.3% | -0.8% | -4.1% | -8.4 | 13.7 | 11.7 | 753 | -10.7% | i | 6.3 | 1
CCN1CC(CN(C)Cc2nc(-c3ccc(C(F)(F)F)cc3)oc2C)CC1=O (stereo unspecified)
    1.0% | -1.1% | 0.2% | -0.1% | 6.6 | 5.1 | -2.3 | 668 | -10.3% | i | 0.3 | 1.1
Cc1nc([N+](=O)[O-])c(C(=O)OCc2ccccc2)n1C
    0.7% | -0.8% | 0.3% | -7.3% | 4.4 | -12.6 | -43.3 | 709 | -12.0% | i | 0.1 | 1
O=C(Nc1ccc2nc3n(c(=O)c2c1)CCCC3)c1ccccc1[N+](=O)[O-]
    -3.2% | 12.0% | 1.9%[50 µM] | 13.3% | -1.0 | 5.5 | 9.1 | 627 | 6.1% | i | 0.4 | 1.1
O=C(Oc1ccc(Br)cc1)c1cncc(Br)c1
    -0.7% | 1.7% | 0.9%[50 µM] | -9.0% | 17.7 | 29.8 | -4.0 | 729 | -6.4% | i | 0.7 | 1.2
CC(C)CCNC(=O)CNC(=S)N(Cc1ccccc1)Cc1cccnc1
    -1.1% | -3.1% | 0.4%[50 µM] | -4.7% | 6.5 | 9.0 | -8.5 | 680 | -5.9% | i | 4.4 | 1
COc1c(C)cc(C(=O)C2CCCN(C(=O)CCCn3cncn3)C2)cc1C (stereo unspecified)
    x | 2.8% | 0.2% | x | x | x | 1.2 | 709 | x | i | 0.3 | x
O=C(COc1ccc(S(=O)(=O)N2CCCC2)cc1)NCc1ccco1
    -1.6% | 5.2% | 4.8% | -0.7% | -11.9 | -4.3 | -14.8 | 764 | -3.8% | i | 0.4 | 1.1
COC(=O)C(C)Sc1ccc2nnc(-c3ccc(F)cc3)n2n1 (stereo unspecified)
    0.1% | 12.4% | 0.0% | -6.8% | 6.3 | -2.4 | x | x | -3.0% | i | 4.6 | 1
CCOC(=O)c1[nH]c2ccc(F)cc2c1NC(=O)CCN1CCSCC1
    1.7% | 18.4% | 0.7% | 13.4% | 0.8 | -5.9 | -8.7 | 715 | 4.4% | i | 1.1 | 1.1
O=C(NCCCN1CCCC1=O)c1ccc2c(c1)OCO2
    -2.9% | 8.6% | 4.5% | 0.3% | -2.5 | -3.8 | -1.8 | 751 | -2.3% | i | 0.6 | 1.1
O=C(N/N=C/c1ccccc1[N+](=O)[O-])c1ccc(COc2ccccc2-c2ccccc2)cc1
    -1.9% | 5.1% | 4.0% | 23.0% | 1.3 | -1.6 | -7.6 | 594 | 11.9% | i | 0.9 | 1.1
Cc1cccc(-n2c(N)cc(=O)nc2SCC(=O)NC2CCCCC2)c1
    3.3% | -8.4% | 0.3% | 10.8% | 5.8 | -5.2 | 3.4 | 802 | 7.3% | i | 1.4 | 1.1
CCOC(=O)c1c(NC(=O)Cc2cccs2)sc(C(=O)NC2CCCCC2)c1C
    3.1% | -2.0% | 1.3% | -1.2% | 1.1 | 26.8 | x | x | 0.1% | i | 0.3 | 1.1
O=C(CSc1ccccn1)Nc1ccccc1F
    4.2% | -1.7% | 2.5%[50 µM] | -7.9% | -0.3 | -7.3 | 0.1 | 710 | 0.2% | i | 0.3 | 1.1
CCO[C@@H]1OC(C(=O)NCc2ccccc2)=C[C@H](c2ccc(C(F)(F)F)cc2)[C@H]1CCCO
    3.2% | 12.6% | -0.3% | 15.2% | 32.8 | 14.1 | -7.9 | 732 | 11.7% | i | 0.8 | 1
CNC(=O)c1nc(C)n(-c2ccc([N+](=O)[O-])cc2)n1
    -1.4% | 4.2% | -1.7% | -4.4% | 0.6 | 8.7 | -12.3 | 727 | -3.9% | i | 0.2 | 1.1
CCSc1nnc(NC(=O)c2cccc3ccccc23)s1
    -1.6% | -3.2% | -0.1% | 3.5% | 21.2 | 26.3 | -6.9 | 639 | 4.8% | i | 1.8 | 1
O=C1/C(=C/c2c[nH]c3ccccc23)CCC/C1=C\c1c[nH]c2ccccc12
    -3.6% | 16.1% | 0.5% | -20.5% | 48.3 | 25.4 | -9.0 | 600 | -22.2% | u | x | 0.7
Cc1cccc(N(C(=O)C(F)(F)F)C(C(=O)NC2CCCCC2)c2cccs2)c1 (stereo unspecified)
    0.3% | -5.7% | 4.0% | 10.7% | -6.0 | -13.5 | x | x | 10.7% | i | 1.3 | 1.1
O=C(O)c1cccc(NS(=O)(=O)c2ccc(C3CCCCC3)cc2)c1
    -1.1% | -11.5% | -0.5% | -3.5% | 18.9 | 8.6 | 1.6 | 682 | -7.0% | i | 0.1 | 1.1
COc1ccc(CN2CCN(CCCCOc3ccc(Cl)cc3)CC2)c(OC)c1OC
    -2.0% | 4.4% | 0.0% | 0.9% | 10.1 | -0.8 | -1.8 | 658 | 8.8% | i | 0.1 | 1.1
COc1ccc2nc(/C=N/NC(=O)CCNC(=O)OC(C)(C)C)ccc2c1
    x | 13.8% | u | x | x | x | 5.0 | 774 | x | i | 1.1 | x
COc1ccc(NC(=O)[C@@H]2[C@@H]3C(=O)N(C4CCCCC4)C(=O)[C@@H]3C3c4ccccc4C=CN32)cc1 (stereo partly specified)
    0.5% | -2.6% | 0.5% | -35.9% | -16.5 | -5.4 | x | x | -10.9% | i | 1.5 | 1
Nc1c(C(=O)O)cnc2c(-c3ccc(Cl)cc3)cnn12
    x | 42.4µM* | -0.1% | -8.6% | 3.5 | -2.6 | 24.4 | 689 | -0.5% | i | 0.4 | 1.1
C=CCn1c(=O)c2ccc(C(=O)NCc3ccccc3)cc2n(Cc2ccc(C)cc2)c1=O
    -2.6% | 0.9% | -1.5% | -15.7% | -9.6 | -13.7 | -13.4 | 671 | -21.7% | i | 2.8 | 1
Cc1ccc(NC(=O)c2ccc(S(=O)(=O)NCC3CCCO3)cc2)cc1C (stereo unspecified)
    -2.1% | -0.5% | -0.3% | 4.6% | -7.3 | -8.5 | -6.9 | 665 | -2.3% | i | 0.8 | 1
O=C(NCc1ccco1)C1CCN(S(=O)(=O)c2cccc3cccnc23)CC1
    -1.3% | 0.3% | -2.5% | 6.9% | 2.7 | -9.1 | x | x | 6.4% | i | 2.7 | 1.1
CCCn1c(=S)[nH]c2cc(C(=O)N3CCCC(C(=O)OCC)C3)ccc2c1=O (stereo unspecified)
    2.5% | -1.4% | 1.5% | -2.1% | 4.8 | -15.4 | x | x | -0.6% | i | 6.8 | 1

Record cards, as listed above. Order of screens: ER stress rescue, M1AAP inhibition, K1F lysis inhibition, PMI inhibitors, WT yeast gro inh, WT yeast gro inh mutant strain, Hep lipid drop, Hep lipid drop cells 6.5 µM, human PMI inhibitors, Myeloid diff MLP, Myeloid diff MLP GFP+ MAC1+ %, TNAP activation fold
CCO[C@@H]1OC(C(=O)NCc2ccccc2)=C[C@H](c2ccc(C(F)(F)F)cc2)[C@H]1CCCO as listed: 3.2%, 12.6%, -0.3%, 15.2%, 32.8, 14.1, -7.9, 732, 11.7%, i, 0.8, 1
O=C(NCc1ccco1)C1CCN(S(=O)(=O)c2cccc3cccnc23)CC1 as listed: -1.3%, 0.3%, -2.5%, 6.9%, 2.7, -9.1, x, x, 6.4%, i, 2.7, 1.1

From PubChem BioAssay
